Source: PubChem BioAssay
12-LOX inh: inhibitors of human 12S-lipoxygenase ALOX12; 580,000 compounds, 1.1% hits; purified 12hLO, xylenol orange hydroperoxide absorbance; Potency, µM (top dose mostly 108 µM), without a hit: at the top dose activity change, negative = inhibition, hits mostly inhibitors; AID 1671190; active = well fitted inhibition curve with a large enough effect; inconclusive = small, poorly fitted or top-dose-only effect, or another doubt; inactive = no such curve, though single readings can be large or run the other way
Target sequence (P18054 whole entry, looked up): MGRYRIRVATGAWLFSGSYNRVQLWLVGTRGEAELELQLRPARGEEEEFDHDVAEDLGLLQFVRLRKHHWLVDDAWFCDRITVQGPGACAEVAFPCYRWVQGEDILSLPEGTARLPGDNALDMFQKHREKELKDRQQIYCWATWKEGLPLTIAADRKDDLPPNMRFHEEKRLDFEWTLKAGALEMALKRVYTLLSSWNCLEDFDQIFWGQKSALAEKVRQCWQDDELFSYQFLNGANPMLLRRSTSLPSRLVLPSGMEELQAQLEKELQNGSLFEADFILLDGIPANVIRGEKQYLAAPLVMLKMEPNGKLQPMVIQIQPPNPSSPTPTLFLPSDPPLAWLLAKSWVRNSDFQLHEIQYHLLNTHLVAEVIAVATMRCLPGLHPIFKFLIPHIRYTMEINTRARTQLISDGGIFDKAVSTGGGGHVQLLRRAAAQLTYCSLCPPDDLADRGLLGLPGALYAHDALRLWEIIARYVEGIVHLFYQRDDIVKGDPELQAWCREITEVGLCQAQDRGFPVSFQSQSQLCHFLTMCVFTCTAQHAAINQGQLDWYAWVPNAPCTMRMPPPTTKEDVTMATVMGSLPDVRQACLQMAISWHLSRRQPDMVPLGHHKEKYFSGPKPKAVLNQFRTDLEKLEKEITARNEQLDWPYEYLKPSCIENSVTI
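Purified human 12hLO at 150 nM in 25 mM Hepes, 0.01% Triton X-100, pH 7.0, preincubated 15 min at room temperature with compound. Reaction started with 40 uM arachidonic acid, 30 min at room temperature. Hydroperoxide measured by Fe-xylenol orange, 573/405 nm absorbance ratio.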
An asterisk follows results filed as active; ? = inconclusive; ! = repeats disagree; [ ] = dose if it differs, or a comment. % is set by controls: 0 for no effect and ±100 for the full control effect; potency is the fitted concentration of half-maximal effect.

Compound | 12-LOX inh
CCn1c2c(c(=O)n1-c1ccccc1)CCN(C(=O)c1ccc(Oc3ccccc3)cc1)C2 | 3%
Cc1nc(-c2ccccc2)n(Cc2ccc(F)cc2F)c(=O)c1CCO | ?
CCN(CC)c1ccc(/C=N/NC(=S)Nc2cccc(C)c2)cc1 | ?
COC[C@H]1CCCN1Cc1nc(C2(O)CCN(C)CC2)cs1 | -20%[176 µM]
O=C(c1ccc(C(F)(F)F)cc1)N1CCc2nc(-c3ccccc3)nc(-c3ccc(Cl)cc3)c2C1 | -5%
CCOc1ccc(C(=O)N2CCC(n3cc(-c4nc(CC)no4)nn3)C2)cc1 (stereo not given) | -4%
O=C(c1ccccc1OCC1CCCN(C2CCC2)C1)N1CCCCC1 (stereo not given) | 17%
COC(=O)c1c(C)oc2ccc(OS(C)(=O)=O)cc12 | -24%
O=[S+]([O-])(c1cccs1)N1CCn2c(nnc2-c2ccc(Cl)cc2)C1 | 4%[6.33 µM]
C/C(=N/O)c1ccc(-n2cncn2)cc1 | -33%

Compound | 12-LOX inh
CCOc1ccccc1NC(=O)COC(=O)c1cc2c(C)nn(-c3ccc(F)cc3)c2s1 | 61%[activator]
CC(C)C(CNC(=O)c1nn(C)c(=O)c2ccccc12)N1CCCC1 (stereo not given) | 36%[activator]
CC1(C(=O)NCC2CCCCC2)CCCCC(=O)N1 (stereo not given) | 20%
COC(=O)c1ccc(/C=C2\CCc3c(C)cc(C)cc3C2=O)cc1 | 0%
CCc1nc(C)c(C(=O)N2CCOC(CCCC(C)C)C2)o1 (stereo not given) | 7%
CN1CCN(c2ncc3nc(CCc4ccccc4)c(=O)n(CCC#N)c3n2)CC1 | ?
CCOCCCNc1nc2c(c(=O)[nH]c(=O)n2C)n1Cc1ccccc1Cl | 20%
CN(C)CCN1CC2(CCN(C(=O)CCCS(N)(=O)=O)CC2)OC1=O | -4%
O=C(c1ccccc1)N1CCc2nc(-c3ccc(Cl)cc3)nc(-c3ccccc3)c2C1 | 0%
COc1cc(NC(=O)C2=C(C)OCCS2)c(Cl)cc1C(=O)NCc1cccc(C)c1 | 12%

Compound | 12-LOX inh
COc1ccccc1-c1cccc2[nH]c3c(c12)CCN1C(=O)[C@H]2[C@H](C)ON(C)[C@H]2C[C@@H]31 | ?
CC1(C)CC(=O)C2=C(C1)OC(N)=C(C#N)C2c1ccc(Cl)cc1 (stereo not given) | 57%[activator]
CC(=O)c1ccc(F)c(-c2cc(C)cc3c2OC(CNC(=O)C(C)n2nc(C)cc2C)C3)c1 (stereo not given) | ?
N#Cc1cccc(-c2ccc3ncnc(NCc4ccccc4)c3c2)c1 | ?
O=C1CC2CCN([S+](=O)([O-])C3CCCC3)CC2CCN1 (stereo not given) | 2%[6.33 µM]
COc1ccc(S(=O)(=O)N2CCN(c3ccccc3F)CC2)cc1-c1nc(C(C)C)no1 | 7%
COc1ccc(CNC(=O)Nc2cccc(-c3ccc(N4CCCCC4)nn3)c2)cc1 | 0%
COc1ccc(C(=O)N2CCCn3ccnc3C2c2cnn(C)c2)cn1 (stereo not given) | 30%
O=C(NCc1cccnc1)c1nc(-c2ccc(Br)o2)no1 | 2%
CCCNC(=O)COc1ccc(-c2noc(-c3ccccc3)n2)cc1OCC | -18%

Compound | 12-LOX inh
CCc1cccc(NC(=O)CC2(C(=O)O)CCCCC2)c1 | -15%
CC(C)OCCN1CCC(N2CCCC2)CC1 | ?
Cc1ccccc1S(=O)(=O)N1CCC(CCC(=O)N(C)Cc2cccnc2)CC1 | 27%
CCOc1ccc2ncc(C#N)c(Nc3cc(OC)c(OC)c(OC)c3)c2c1 | ?
COc1cccc(-c2csc(CN3CCCC(C)(NC(C)=O)C3)c2)c1 (stereo not given) | 4%[176 µM]
OC[C@@H]1CNC[C@H]1C1CCN(Cc2ccc(Br)s2)CC1 | 7%
O=C(NC1CC1)c1cccc(NS(=O)(=O)c2ccc(C(F)(F)F)cc2)c1 | -10%
Cc1ccc(-c2nc(CN3CCN(C(=O)c4ccco4)CC3)c(C)o2)cc1 | ?
C[C@H](CO)N1C[C@H](C)[C@@H](CN(C)C(=O)c2ccc(N3CCN(C)CC3)cc2)OCc2cn(nn2)CCCC1=O | 12%
Cc1nc2scc(CC(=O)N3CCOCC3)n2c(=O)c1-c1cc(C)n(-c2ccc(C(C)C)cc2)n1 | 5%

Looked up by structure from the entries so far:
Compound | 12-LOX inh
CCOc1ccc2ncc(C#N)c(Nc3cc(OC)c(OC)c(OC)c3)c2c1 | ?
COc1cccc(-c2csc(CN3CCCC(C)(NC(C)=O)C3)c2)c1 (stereo not given) | 4%[176 µM]

(listing goes on)
Compound | 12-LOX inh
Cc1ccc(C(=O)N2CCC3(C2)C(=O)Nc2ccccc23)cc1 (stereo not given) | 0%[6.33 µM]
O=c1n(-c2cccc(Cl)c2)nc2n1CCN([S+](=O)([O-])c1cccc(C(F)(F)F)c1)C2 | 1%
COc1ccc(CN2C(=O)CO[C@H](c3ccc(NS(=O)(=O)c4ccccc4)cc3)[C@H]2CO)cc1 | -2%
CC[C@H]1CN(C(=O)Nc2cccc(C(F)(F)F)c2)CC[C@H]1CC(=O)Nc1ccccc1 | -27%[176 µM]
CN1c2cc(C(=O)NCc3nc4ccccc4n3C)ccc2C(=O)N2CCCCCC21 (stereo not given) | 27%
COC(=O)CNC(=O)c1cc(C(C)(C)C)nc2c1cnn2C | 5%[6.33 µM]
CNC(=O)[C@@H]1C[C@H](n2cc(CNC(=O)Nc3cc(F)ccc3F)nn2)CN1 | 13%
CC[C@H]1CN(C(C)=O)CC[C@H]1CC(=O)NC1CC1 | 0%[176 µM]
CO[C@@H]1C(N(C)C(=O)c2ccccc2)C[C@H]2O[C@]1(C)n1c3ccccc3c3c4c(c5c6ccccc6n2c5c31)C(=O)NC4=O (stereo not given in full) | -4%[57.4 µM]
O=C(NCC1CC1)c1nc2c(o1)CCN(Cc1ccc3[nH]ccc3c1)CC2 | -13%[176 µM]

Structural class, the entries above containing a furan ring, fused or not
Compound | 12-LOX inh
COC(=O)c1c(C)oc2ccc(OS(C)(=O)=O)cc12 | -24%
O=C(NCc1cccnc1)c1nc(-c2ccc(Br)o2)no1 | 2%
Cc1ccc(-c2nc(CN3CCN(C(=O)c4ccco4)CC3)c(C)o2)cc1 | ?

The list continues:
Compound | 12-LOX inh
CC(C)CNC(=O)CN1CN(c2ccccc2)C2(CCN(C(=O)NC3CCCCC3)CC2)C1=O | ?
O=C(Cc1cccc(F)c1)N1C[C@@H](CO)[C@H](c2ccccn2)C1 | 14%
Cc1ccc(CN2CCC3(CC2)CN(c2ccncn2)CC3CO)o1 (stereo not given) | 53%[activator]
CC(=O)N1CCC(C2CCN(C(=O)CCCc3nc4ccccc4[nH]3)C2)CC1 (stereo not given) | 37%
CCNC(=O)CCc1c(C)nn(-c2cccc(C)c2)c1Oc1ccc(F)cc1F | -5%
CC(NC(=O)c1ccc2oc(-c3ccc(C(F)(F)F)cc3)nc2c1)c1cnn(C)c1 (stereo not given) | 1%
O=C(OC1CCCCC1)c1ccc(SCc2ccccc2F)c([N+](=O)[O-])c1 | -2%
COC(=O)c1ccc(C(=O)OC(C)C(=O)C23CC4CC(CC(C4)C2)C3)cc1 (stereo not given) | 8%
OC1CCOC2(CCN(Cc3ccc4cc[nH]c4c3)CC2)C1 (stereo not given) | ?
Cc1ccc(COC(=O)CSc2cnc3ccccc3n2)cc1 | -5%

Compound | 12-LOX inh
CCc1c(-c2ccccc2)ncn1CCc1ccccc1OC | -24%
Cn1c(Cn2cccn2)nnc1C1CC(NC(=O)c2sccc2N)C1 (stereo not given) | 10µM*!
CCCCCCOc1ccc2c(C)c(CCC(C)C)c(=O)oc2c1 | 2%
CCOC(=O)COc1ccc2c(c1)O/C(=C\c1sccc1C)C2=O | ?
O=C(Cn1nc2c(cc1=O)CCCC2)NCCn1cnc2ccccc21 | 7%
Nc1[nH]c(C(=O)c2ccccc2)c(-c2ccc(F)cc2)c1C(=O)c1c[nH]c2ccccc12 | -12%
O=C(O)c1cc(-c2ccc(CN3CCCC(CO)C3)o2)ccc1Cl (stereo not given) | -15%
O=C(Nc1ccc(F)c(F)c1F)c1ccc2ccccc2n1 | ?
CC(C)CN1CC2CCC(C1)N2c1ccc(C(F)(F)F)cc1 | 0%[6.33 µM]
N#Cc1cccc(-c2n[nH]c3c2CC(=O)N(Cc2ccccc2)C3)c1 | ?

Compound	12-LOX inh
CCN(CC)S(=O)(=O)c1ccc(NS(=O)(=O)c2ccc3ccccc3c2)cc1	-13%
CCCCCCn1nc(C(=O)Nc2ccc(NC(C)=O)cc2)c2ccccc2c1=O	?
CNC(=O)CCC1CCN(C(=O)c2ccccc2F)CC1	18%
Cc1ccc(C)n1C1C(=O)N(Cc2ccc(C(F)(F)F)cc2)c2ccc(F)cc21 (stereo not given)	25µM*
O=C(c1ccco1)N1CCC2(CC1)CCN(c1ncccn1)CC2	-1%[57.4 µM]
COc1cc(-c2cc(C)c3cccc(OC)c3n2)cc2c1OCCN(C(=O)CCn1ccc(C)n1)C2	9%
CCOC(=O)C1CCN(c2nc3ccccc3nc2C(C#N)C(=O)NCc2ccccc2)CC1 (stereo not given)	-44%
C=CCn1c(Sc2ncccn2)nc2c1c(=O)[nH]c(=O)n2C	28%
CCC(CC)C(=O)Nc1ccccc1C	-2%
COc1ccc(-c2nc3cc(NC(=O)c4cccc(Br)c4)ccc3o2)cc1	?
CCc1ccc(NC(=O)c2ccc(OCc3ccccc3)cc2)cc1	-2%
CCOC(=O)CCN(Cc1cc(C)ccc1C)CC1CC1	-9%
COC(=O)c1ccc(COc2ccccc2/C=N/O)cc1	-28%
C#CCNC(=O)C1CCCN(c2nc3ncccc3o2)C1 (stereo not given)	13%[176 µM]
O=C(Nc1cccc(F)c1)c1n[nH]c(=O)c2ccccc12	2%

An excerpt from above in order of the 12-LOX inh value, ascending.
Compound	12-LOX inh
CCOC(=O)C1CCN(c2nc3ccccc3nc2C(C#N)C(=O)NCc2ccccc2)CC1 (stereo not given)	-44%
CCOC(=O)CCN(Cc1cc(C)ccc1C)CC1CC1	-9%
CCC(CC)C(=O)Nc1ccccc1C	-2%
COc1cc(-c2cc(C)c3cccc(OC)c3n2)cc2c1OCCN(C(=O)CCn1ccc(C)n1)C2	9%
CNC(=O)CCC1CCN(C(=O)c2ccccc2F)CC1	18%

Carrying on.
Compound	12-LOX inh
Cc1cccc(O[C@H]2COCCN(C(=O)c3cc(C)nn3C)C2)n1	51%[activator][176 µM]
CCCS(=O)(=O)N(C)C1CCc2nn(CC3CC3)c(=O)n2CC1 (stereo not given)	59%[activator]
CCCCC(=O)N1CCC2(CC1)Nc1ccccc1NC2=O	43%[activator]
Cc1cccc(NC(=O)Nc2ccc(C)n(CC(=O)Nc3ccc(C)c(C)c3)c2=O)c1	1%
CN(C)CC(C)(C)CNc1nn2c(-c3ccccc3)nnc2cc1C1CCC1	-13%[57.4 µM]
CC(C)c1ccc(CC(=O)N2CCCc3ncc(C(=O)Nc4ccccc4)cc32)cc1	1%[176 µM]
Cc1cccnc1C(C)NC(=O)C1(Oc2ccc(Cl)cc2)CCNCC1 (stereo not given)	56%[activator]
Cc1ccccc1[C@H]1[C@@H](C(=O)N(C)Cc2cccnc2)C[C@@](C)(C(=O)O)N1C	7%
Cc1ccc(S(=O)(=O)N2CCN(CC(=O)NC(C)(C)C)CC2)cc1C	1%
CCCCc1ccc(NC(=S)NN2CCN(C)CC2)cc1	?
N#Cc1c(Oc2ccccc2)cc(Oc2ccccc2)cc1SCc1ccccc1	4%
CN1CC(=O)N(c2ccc(Cl)cc2)Cc2c1ncnc2N1CCOCC1	30%
COc1cccc(CN2CCOC3CCN(C(=O)c4cccnc4)CC3C2=O)c1 (stereo not given)	12%[176 µM]
CC(=O)c1ccc(NC(=O)COC(=O)c2csc(NCc3ccccc3)n2)cc1	?
CCOc1ccc(C(=O)N2CCCN(c3cc(-c4ccc(Cl)cc4)[nH]n3)CC2)cc1	14%

Compound	12-LOX inh
CCOc1ccc2c(n1)CCN(C(=O)c1ccn(CC)n1)C2	47%[activator]
Cc1cc(C)c(CNC(=O)c2nc(-c3ccccc3)cc3[nH]ccc23)c(=O)[nH]1	4%[176 µM]
O=C(Cc1ccc(N(Cc2ccc(F)cc2)C(=O)c2ccco2)cc1)N1CCOCC1	12%
O=C(c1cccc(O)c1)N1CCC2(CC1)Nc1ccccc1NC2=O	-20%
CCOC(=O)COc1ccc2cc(-c3ccc(Cl)cc3)c(=O)oc2c1	12%
COc1cccc(N2CCN(C(=O)C3CCCN(c4cnc5nccnc5c4)C3)CC2)c1 (stereo not given)	?
CCn1nc(C(=O)Nc2ccc3c(c2)OCO3)c2ccccc2c1=O	?
O=C(N[C@H]1CCN2C(=O)c3cc(-c4ccc(Cl)cc4)ccc3NC(=O)[C@H]12)C1CCCC1	?
CC1=C(C(=O)Nc2ccc(C)cc2C)C(c2ccc(C)cc2)NC(=S)N1 (stereo not given)	?
Cc1ccc(Cn2c(C3CCN(C(=O)c4ccc(C#N)cc4)CC3)n[nH]c2=O)cc1	6.3µM*
O=C(NCC1CC1)c1cn(C2CN(C(=O)Nc3ccccc3)C2)nn1	22%
COc1ccc(OCC(O)CNS(=O)(=O)c2ccc(Br)cc2)cc1 (stereo not given)	?
Oc1ccc(C2N3CC4(c5ccccc5)CN2CC(c2ccccc2)(C3)C4O)cc1 (stereo not given)	?
Cc1cc(C(=O)N2CC(C(=O)NCCc3ccncc3)C3(CCOCC3)C2)nn1C (stereo not given)	?
COc1cccc(C(=O)NCCc2csc(-c3ccccn3)n2)c1	20%
CC(C)CCC(=O)NC1CCN(c2cnn(C)c(=O)c2)CC1	17%

Not all compounds are listed; count on the stated rates, not on these rows.
